Screening data: PubChem BioAssay, National Center for Advancing Translational Sciences (NCATS)
EPAC2 antag = antagonists of human EPAC2; Q8WZA2; EPAC2 GEF exchange of Rap1B-BODIPY-GDP, fluorescence; Potency, µM (highest dose often 114 µM), for the others: top-dose activity, negative = inhibition, actives largely listed as inhibitors; hit rate 0.18% among 360,000; also: potency is read from the fitted curve at half-maximal effect; % is scaled to controls: 0 for no effect and ±100 for the full control effect; nearly all actives have a fitted effect of over 45% in size; many of its hits are not listed in these tables
EPAC2 ag = activates human EPAC2 exchange factor; Q8WZA2; EPAC2 activation, biochemical qHTS; response scale: 100% = 6.5 mM cAMP response; Potency, µM (titrated, usually from 154 µM), for inactives: at the highest dose activation, hits mostly activators; hit rate 0.079% among 360,000; AID 720711; also: potency is read from the fitted curve at half-maximal effect; nearly all actives have a fitted effect of over 50% in size
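Compounds were titrated in qHTS against a Rap1B-BODIPY-GDP (250 nM) complex with EPAC2 (100 nM) and GDP (50 uM). BODIPY-GDP release tracked at 480/540 nm over 30 min at room temperature, normalized to 6.5 mM cAMP.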
Abeta yeast res = A-beta toxicity reversal in yeast | yeast expressing A-beta42, growth rescue, OD600, 48 h; response scale: 0% DMSO, 100% iron-clioquinol control | Potency, µM (highest dose often 46.1 µM), without a hit: top-dose growth rescue, most hits filed as activators | hit rate 0.063% among 410,000; also: potency is read from the fitted curve at half-maximal effect; nearly all actives have a fitted effect of over 55% in size
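Yeast A-beta toxicity model in growth medium with pinned compounds, 48 h at 30 C; growth read as absorbance at 600 nm. Normalized to FeCl3/clioquinol equimolar mix (positive) and DMSO (negative).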
TDP-43 yeast inh = inhibitors of TDP-43 toxicity in yeast; TDP-43 expressing yeast growth rescue, BacTiter-Glo, 24 h; Potency, µM (top dose mostly 46.1 µM), for inactives: top-dose growth rescue (activation), usual class: activators; hit rate 1.8% among 410,000; AID 652104; also: potency is read from the fitted curve at half-maximal effect; % of control where 0% means no effect; nearly all actives have a fitted effect of over 50% in size
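Luminescence from BacTiter-Glo reports growth of TDP-43-expressing yeast after 24 hr at 30 deg C with compound. Cells were raffinose-pregrown to mid-log, then seeded in galactose medium at OD600=0.02.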
D3 ag = activates the human D3 dopamine receptor | D3R DiscoveRx beta-arrestin cells, luminescence, 90 min | AID 652048 | hit rate 0.58% among 410,000 | max activation, % | P35462; in the data active = max activation above about 30%; also: 0% is about no effect; mostly tested at two doses, the higher about 12 µM
Target sequence (P35462 whole entry, looked up): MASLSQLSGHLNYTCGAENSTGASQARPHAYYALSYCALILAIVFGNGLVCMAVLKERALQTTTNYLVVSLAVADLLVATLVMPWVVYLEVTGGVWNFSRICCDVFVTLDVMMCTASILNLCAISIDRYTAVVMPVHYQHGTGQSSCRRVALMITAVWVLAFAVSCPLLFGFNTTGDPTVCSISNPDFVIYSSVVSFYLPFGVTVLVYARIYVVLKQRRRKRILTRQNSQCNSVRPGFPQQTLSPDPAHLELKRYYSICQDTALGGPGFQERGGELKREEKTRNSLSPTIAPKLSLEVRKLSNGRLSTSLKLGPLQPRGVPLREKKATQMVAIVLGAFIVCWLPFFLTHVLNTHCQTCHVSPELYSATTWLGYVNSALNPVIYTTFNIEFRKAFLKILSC
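Agonist-mode cell screen: cells plated at 1500/well and incubated overnight at 37 °C, then exposed to library compounds for 90 min at 37 °C. Detection reagent was added for 30–60 min at room temperature, and luminescence was read.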
FUS suppressor = FUS proteinopathy suppression in yeast; S. cerevisiae FUS-expressing, growth rescue, OD600, 24 h; Potency, µM (series often up to 76.6 µM), inactives show top-dose growth rescue (activation), most hits filed as activators; hit rate 0.24% among 390,000; AID 1347120;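 also: potency is read from the fitted curve at half-maximal effect; plate controls were DMSO vehicle for no effect and reference control for full effect; nearly all actives have a fitted effect of over 55% in size; some results filed as inactive show a strong effect at the top dose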
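FUS-expressing yeast, raffinose-pregrown, induced in 2% galactose minimal medium at OD 0.005; compounds in a dilution series, 24hr at 30C. Growth restoration read as absorbance at 600 nm. CP55940 positive control, DMSO negative.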
D3 antag = antagonists of human D3 dopamine receptor | P35462 | D3R cells, DiscoveRx beta-arrestin luminescence, antagonist mode; stronger effect = lower value | max response, negative = inhibition, % | hit rate 2.5% among 360,000; in the data active = max response below about -50%; inconclusive = no clear call, values can overlap the other calls; also: % is scaled to controls: 0 for no effect and ±100 for the full control effect; mostly tested at two doses, the higher about 12 µM
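Cells plated overnight at 1500 cells/well, then exposed to library compounds with dopamine controls for 90 minutes at 37 degrees C. DiscoveRx reagent added for 30–60 minutes at room temperature; luminescence read, quantitative HTS format.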
aSyn rescue = alpha-synuclein toxicity inhibition in yeast; Yeast expressing alpha-synuclein, growth rescue, BacTiter-Glo, 24 h; Potency, µM (doses to about 46.1 µM), inactives show at the highest dose growth rescue (activation), actives largely listed as activators; hit rate 0.14% among 370,000; AID 652106; also: potency is read from the fitted curve at half-maximal effect; % of control where 0% means no effect; nearly all actives have a fitted effect of over 65% in size
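Rescue of yeast growth: cells expressing toxic alpha-synuclein, induced in galactose at OD600 0.02, incubated with compound 24 h at 30 C. ATP luminescence quantified growth; inhibitors of toxicity appear as activators.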
* = called active by the depositor; ? = inconclusive; / = not tested or not shown; & = joins results of further samples; [ ] = remark or other dose. Unless noted, calls follow the shape of the dose curve; as a rule, active = well fitted curve in the direction sought with a large enough effect; inconclusive = small, poorly fitted or top-dose-only effect, or another doubt; inactive = no such curve, though single readings can be large; an effect the other way counts as inactive or inconclusive. This is a subset; rates above refer to the full screens.

Start of the data: the first two compounds as a preview:
canonical_smiles	EPAC2 antag	EPAC2 ag	Abeta yeast res	TDP-43 yeast inh	D3 ag	FUS suppressor	D3 antag	aSyn rescue
CCOC(=O)N1CCN(C(=O)c2ccc(N3C(=O)c4ccccc4C3=O)cc2)CC1	-10%	4%	4%	-1%	1	-4%	-15	7%
Cc1cccc(C(=O)N2CCC(=O)N(C(COCc3ccccc3)Cc3ccccc3)CC2)c1 (stereo unspecified)	9%	10%	6%	-9%	-33	26%	-9	23%

The whole of this part, repeating the preview:
canonical_smiles	EPAC2 antag	EPAC2 ag	Abeta yeast res	TDP-43 yeast inh	D3 ag	FUS suppressor	D3 antag	aSyn rescue
CCOC(=O)N1CCN(C(=O)c2ccc(N3C(=O)c4ccccc4C3=O)cc2)CC1	-10%	4%	4%	-1%	1	-4%	-15	7%
Cc1cccc(C(=O)N2CCC(=O)N(C(COCc3ccccc3)Cc3ccccc3)CC2)c1 (stereo unspecified)	9%	10%	6%	-9%	-33	26%	-9	23%
COc1cccc2cc(-c3nnc(Nc4ccccc4C)s3)c(=O)oc12	/	/	16%	6%[9.22 µM]	3	-17%	/	/
S=C(NCCc1ccccc1)N/N=C/c1cccc(Cl)c1Cl	4%	6%	15%	?	-12	/	-7	-15%
CCOc1ccc(N(CC(=O)N2CCC(Cc3ccccc3)CC2)S(C)(=O)=O)cc1	-23%	9%	18%	7%	7	44%	-4	3%
COc1ccc(CC(=O)N/N=C\c2cc(Br)c(O)c(Br)c2)cc1	-19%	-9%	3%	5%	-2	14%	24	-1%
CCCCn1c(CN2CCN(c3cccc(Cl)c3)CC2)nc2c1c(=O)n(C)c(=O)n2C	-10%	-9%	16%	20µM*	2	11%	0	2%
CCOc1ccc(N(CC(=O)Nc2c(C)n(C)n(-c3ccccc3)c2=O)S(=O)(=O)c2ccccc2)cc1	-13%	16%	-6%	-20%	9	8%	-11	1%
O=C(C1=C(Nc2ccccc2)c2ccccc2S(=O)(=O)N1)c1ccccc1	-22%	6%	2%	23%	-3	3%	-17	2%
CCCc1cc(=O)[nH]c(SCc2nc3ccccc3s2)n1	7%	3%	16%	-21%	43*	19%	39	5%
CCOc1ncccc1C(=O)OCC(=O)Nc1cc(C)ccc1C	3%	6%	14%	-8%	-22	33%	-6	0%
COc1cc(NC(=O)CCCc2nnc3n(C)c(=O)c4sccc4n23)cc(OC)c1OC	/	/	-3%	23%	8	-25%	/	/
N#C/C(=C(/O)C(Cl)c1ccccc1)c1nc2ccccc2s1 (stereo unspecified)	1%	-3%	-15%	-7%	0	38%	?	-2%
CCOC(=O)c1ccc(NC(=S)NCCCN2CCOCC2)cc1	2%	1%	-6%	19%	-8	-19%	-9	0%
Cc1ccc(NC(=O)CSc2nnc3scc(-c4ccccc4)n23)cc1	/	/	9%	0%	1	-3%	/	/

Remaining list, next part.
canonical_smiles	EPAC2 antag	EPAC2 ag	Abeta yeast res	TDP-43 yeast inh	D3 ag	FUS suppressor	D3 antag	aSyn rescue
COc1cc(-c2cc(C(=O)Nc3ccc(O)cc3)c3ccccc3n2)cc(OC)c1OC	8%	17%	5%	-7%	0	43%	23	-8%
Cc1cccc(N2CCN(c3c(CN4CCCC4)c(=O)oc4ccccc34)CC2)c1C	/	/	-8%	10%	0	-26%	/	/
CCCCn1c(S(=O)(=O)O)nc2ccccc21	0%	-3%	-4%	4%	1	4%	23	5%
COC(=O)c1cccc(NC(=O)NC23CC4CC(CC(C4)C2)C3)c1	-6%	13%	0%	6%	2	6%	61	8%
COC(=O)c1cccc(N/C=C(\[N+](=O)[O-])S(=O)(=O)c2ccccc2)c1	-6%	3%	-6%	10%	-12	9%	-5	-2%
Cc1cc(C)cc(NC(=O)CSc2oc(-c3ccccc3)nc2S(=O)(=O)c2ccccc2)c1	/	/	4%	9%	-7	-6%	/	/
CCN(CC)S(=O)(=O)c1cccc(-c2n[nH]c(=S)n2Cc2ccccc2)c1	-7%	5%	-8%	0%	-1	26%	-1	3%
COC(=O)[C@@]1(C)[C@H]2C(=O)N(C)C(=O)[C@H]2[C@H]2CN=C(SCc3ccc(C#N)cc3)N21	5%	2%	-22%	9%	-1	-4%	21	1%
O=C(CSc1c[nH]c2ccccc12)NCc1ccc2c(c1)OCO2	-22%	8%	31%	20%	0	-19%	0	-1%
CC(=O)c1ccc(N=Nc2ccc(N(C)C)cc2)cc1	-17%	2%	-10%	0%[0.397 µM]	-9	4%	-13	-2%
OCCNCC(O)Cn1ccc2ccccc21 (stereo unspecified)	1%	-2%	23%	7%	-1	3%	-52*	-12%
Cc1ccc(-c2c(C#N)c(N)n3c(nc4ccccc43)c2C#N)cc1	-5%	-5%	1%	6%	8	27%	6	-1%
CC(C)C[C@H]1CN(CCCC[C@@H]2CNC(=O)C(=O)N2Cc2ccccc2)C(=O)C(=O)N1CCc1ccccc1	8%	5%	-5%	16%	-4	21%	-25	-1%
O=C(COc1ccc(S(=O)(=O)N2CCCC2)cc1Cl)NC1CCCC1	-2%	2%	11%	-12%	-29	26%	31	7%
CCOC(=O)CSc1nnc(Cc2ccccc2)n1-c1ccc(C)cc1	0%	4%	4%	3%	0	28%	7	0%

The list continues.
canonical_smiles	EPAC2 antag	EPAC2 ag	Abeta yeast res	TDP-43 yeast inh	D3 ag	FUS suppressor	D3 antag	aSyn rescue
COc1cc(C2CC(=O)Oc3c(C(CCN4CCCC(C)C4)c4ccc(N(C)C)cc4)c(OC)cc(OC)c32)cc(OC)c1OC (stereo unspecified)	-8%	3%	-13%	-21%	-75	6%	-71*	-2%
Cc1cc(=O)n(CCc2ccccc2)c(O)c1C#N	-2%	8%	-9%	-4%	2	51%	-20	5%
COc1cc(NC(=O)c2cc(-c3ccccc3Cl)on2)cc(OC)c1OC	-11%	19%	-2%	16µM*	-11	16%	-3	-26%
CCCOc1ccc(Cn2cnc3ccccc32)cc1	-6%	12%	15%	14%	-1	11%	-9	3%
COc1ccc(-c2nnc(SCC(=O)Nc3cc(S(=O)(=O)N4CCCCC4)ccc3Cl)n2N)cc1	3%	-3%	-8%	3%	1	26%	6	7%
Cc1cc(Cl)c(S(=O)(=O)N2CCN(c3ccc(F)cc3)CC2)cc1OCC(N)=O	13%	0%	8%	-12%	3	24%	0	-4%
CCCn1c(SCC(=O)Nc2cccc(C)n2)nnc1-c1ccco1	-6%	-7%	4%	-13%	-1	31%	0	2%
O=C(CCC(=O)OCC(=O)c1ccc([N+](=O)[O-])cc1)NC1CCCCC1	5%	-10%	-10%	-3%	-6	/	-2	1%
CN1CCCC1=Nc1c2c(nc3ccccc13)N(C)CC2	1%	12%	-5%	-6%	5	-6%	0	0%
CC1(C(=O)NC2CCN(Cc3ccccc3)CC2)CCN1Cc1ccc(OC(F)(F)F)cc1 (stereo unspecified)	-8%	-12%	-14%	2%	-13	-10%	-65*	-6%
COc1cccc(-n2nc(C(C)=O)c(=O)[nH]c2=O)c1	-6%	13%	-9%	-29%	0	5%	2	-9%
O=C1NC(Cc2c[nH]c3ccccc23)C(=O)N1Cc1cccc2ccccc12 (stereo unspecified)	-24%	1%	1%	9%	-16	14%	0	0%
CCc1cc2c3c(c1)C(C)CC(C)(C)N3C(=O)/C2=C1\SC(=O)NC1=O (stereo unspecified)	-17%	-2%	-7%	0%	-5	-8%	2	0%
COc1cc(CC(NC(C)=O)C(=O)NC2CCN(C(=O)Nc3ccccc3C)CC2)cc(OC)c1 (stereo unspecified)	1%	-7%	-3%	-8%	6	3%	1	-6%
O=C(Nc1ncc(Cc2cccc(C(F)(F)F)c2)s1)C1CCCO1 (stereo unspecified)	-18%	2%	3%	?	-3	4%	-21	3%

Additional results follow:
canonical_smiles	EPAC2 antag	EPAC2 ag	Abeta yeast res	TDP-43 yeast inh	D3 ag	FUS suppressor	D3 antag	aSyn rescue
O=C(Cc1c(F)cccc1Cl)Nc1ncc([N+](=O)[O-])s1	3%	-3%	6%	9%	2	-32%	8	1%
Nc1nc(SCC(=O)c2ccc(Br)s2)n[nH]1	-1%	3%	-2%	-5%	1	-7%	-1	2%
N#CC(c1ccc(F)cc1)c1ccc(C(=O)c2ccc(F)cc2)cc1 (stereo unspecified)	-8%	7%	-9%	18%	-6	-6%	-18	1%
O=C(CCC(=O)c1ccc(F)cc1)Nc1cccc(Br)c1	-1%	0%	7%	23%	-4	-16%	-4	-2%
Cn1cc(S(=O)(=O)N2CCc3ccccc32)cc1C(=O)Nc1ccc(Cl)cc1	-17%	8%	-7%	12%	1	-12%	28	2%
COc1cc(NC(=O)CCN2CCN(C)CC2)cc(OC)c1	5%	4%	0%	1%	19	-5%	7	5%
COc1ccc(S(=O)(=O)NNc2nc(C)cc(C)n2)cc1[N+](=O)[O-]	-12%	1%	4%	0%	12	-11%	-5	4%
O=C(c1cc(-c2cccnc2)nc2ccc(Cl)cc12)N1CCN(S(=O)(=O)c2cccs2)CC1	-1%	-2%	7%	18%	3	40%	5	1%
CCOc1ccc(Nc2nc(Cl)nc(N3CCN(c4ccc(OC)cc4)CC3)n2)cc1	-1%	15%	5%	?	24	6%	72	-4%
O=C(CSc1nc2c([nH]c3ccccc32)c(=O)n1-c1ccccc1)N1CCOCC1	-12%	3%	8%&-6%	21%&4%	-5&-17	-9%&-10%	5	0%
Cc1ccc(NS(=O)(=O)c2ccc3[nH]c4c(c3c2)CCCCCC4)cc1Cl	/	/	3%	-7%	-2	22µM*	/	-22%
O=C(COc1ccc(Cl)cc1)N1CCCCCCC1	-15%	1%	1%	-11%[1.82 µM]	0	9%	35	27%
CCOC(=O)N1CCC(N2Cc3cccc(C(=O)N4CCN(c5cccc(Cl)c5)CC4)c3C2=O)CC1	0%	8%	-4%	1%	-1	2%	-11	1%
Cc1cccc2c(=O)cc(C)n(CC(N)=O)c12	2%	0%	-11%	12%	-8	-3%	14	-1%
O=C(CN1C(=O)NC2(CCc3ccccc32)C1=O)NC1CCCCC1 (stereo unspecified)	5%	10%	4%	-13%	-10	-5%	-24	-6%
COCCn1c(C)cc(/C=C(\C#N)C(=O)OCC(=O)Nc2ccc(S(N)(=O)=O)cc2)c1C	3%	1%	-1%	-9%	10	12%	10	-1%
CCOc1ccc(CNc2ccc(N3CCCC3)cc2)cc1	-1%	-3%	-5%	-30%[inhibitor]	-6	?	-12	0%
CCCCc1nc2cc(C(=O)NCc3nccn3CC)ccc2o1	1%	2%	1%	6%	-12	1%	-3	0%
